Source: PubChem BioAssay (National Center for Advancing Translational Sciences (NCATS))
SMN2 splice up: qHTS Assay for Enhancers of SMN2 Splice Variant Expression; HEK293 SMN2-luciferase splicing reporter, luminescence, 30-36 h; Potency, µM (top dose mostly 46.1 µM), for the others: at the top dose activity change, positive = activation, hits mostly activators; actives 2.8% (n = 210,000); AID 1458, 2008; further: % of control where 0% means no effect; nearly all actives have a fitted effect of over 55% in size
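qHTS luciferase splicing reporter: luminescence rises when SMN2 exon 7 is included in transfected HEK293 cells. Compound exposure lasted 30-36 h at 37C, with 4.5 mM final sodium butyrate as control, followed by a ONE-Glo read.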
ALDH1A1 block: qHTS Assay for Inhibitors of Aldehyde Dehydrogenase 1 (ALDH1A1). actives 7.3% (n = 220,000). Aldehyde dehydrogenase 1A1 (Homo sapiens), P00352. Purified ALDH1A1, NADH fluorescence, propionaldehyde substrate. Potency, µM (top dose mostly 75.3 µM), without a hit: at the top dose activity, negative = inhibition, actives largely listed as inhibitors; active means well fitted inhibition curve with a large enough effect, not every such curve was filed as active; inconclusive means small, poorly fitted or top-dose-only effect, or another doubt; inactive means no such curve, though single readings can be large or run the other way;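 further: plate controls were no enzyme wells and a reference inhibitor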
Target sequence (P00352 whole entry, looked up): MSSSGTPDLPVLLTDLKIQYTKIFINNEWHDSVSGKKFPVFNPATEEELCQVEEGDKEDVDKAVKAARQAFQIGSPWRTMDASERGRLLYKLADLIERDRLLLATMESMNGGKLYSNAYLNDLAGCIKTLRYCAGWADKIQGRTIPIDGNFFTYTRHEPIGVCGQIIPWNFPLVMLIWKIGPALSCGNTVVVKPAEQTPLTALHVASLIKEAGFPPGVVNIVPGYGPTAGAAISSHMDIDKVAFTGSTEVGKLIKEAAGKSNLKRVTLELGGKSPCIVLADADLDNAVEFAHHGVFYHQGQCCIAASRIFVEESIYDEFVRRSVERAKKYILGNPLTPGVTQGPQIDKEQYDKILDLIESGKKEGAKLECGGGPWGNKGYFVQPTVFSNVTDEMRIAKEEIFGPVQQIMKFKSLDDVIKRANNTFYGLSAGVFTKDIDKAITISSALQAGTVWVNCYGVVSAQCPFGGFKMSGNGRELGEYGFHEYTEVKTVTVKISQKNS
Tau fibril ThT: qHTS for Inhibitors of Tau Fibril Formation, Thioflavin T Binding; Microtubule-associated protein tau (Homo sapiens), P10636; AID 1460, 2008; actives 2.1% (n = 270,000); recombinant tau K18 P301L, heparin-induced fibrillization, ThT fluorescence; Potency, µM (series often up to 57.4 µM), for the others: at the top dose activity, negative = inhibition, usual class: inhibitors; further: on the % scale 0 is the no-effect control and ±100 the full control effect; nearly all actives have a fitted effect of over 55% in size
Target sequence (P10636 561-689 P618L limits assumed): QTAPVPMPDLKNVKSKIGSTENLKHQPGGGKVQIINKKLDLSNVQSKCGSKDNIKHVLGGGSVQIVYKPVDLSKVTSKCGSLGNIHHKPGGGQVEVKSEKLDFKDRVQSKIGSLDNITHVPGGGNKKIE
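K18 P301L tau (15 uM + 0.24 uM Alexa 594-tagged), heparin 20 uM, NaOAc pH 7, 6 h 37 C; ThT 30 uM, 1 h RT, ex 450/em 510 nm.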
HTT ATP protect: qHTS Multiplex Assay to Identify Dual Action Probes in a Cell Model of Huntington: Cytoprotection (ATP); PC12 HTT-Q103 induced, cytoprotection, ATP luminescence, 40 h; Potency, µM (top dose mostly 56.4 µM), for the others: cytoprotection (ATP increase), usual class: activators; actives 0.14% (n = 230,000); AID 1471, 2008;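 further: % of control where 0% means no effect; nearly all actives have a fitted effect of over 45% in size; toxic huntingtin expression switched on by the ecdysone agonist tebufenozide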
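Cells were plated at 1500 per well in phenol red-free DMEM with 5% equine and 5% calf serum. Tebufenozide (100 nM final) and compounds were added, then ATPlite reagent, and luminescence was read.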
HttQ103 aggreg: qHTS Multiplex Assay to Identify Dual Action Probes in a Cell Model of Huntington: Aggregate Formation (GFP); actives 1.1% (n = 220,000); PC12 HttQ103-GFP aggregates, Acumen cytometry, 40 h; Potency, µM (highest dose often 46.1 µM), without a hit: at the highest dose activity change, negative = inhibition, actives largely listed as inhibitors; further: on the % scale 0 is the no-effect control and ±100 the full control effect; nearly all actives have a fitted effect of over 60% in size
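Using laser scanning cytometry, GFP-positive aggregates were counted after lysis of PC12 cells induced with 100 nM tebufenozide to express HTT exon 1 Q103–GFP. Compounds were tested in titration.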
Tau fibril FP: qHTS for Inhibitors of Tau Fibril Formation, Fluorescence Polarization; Microtubule-associated protein tau (Homo sapiens), P10636; K18 P301L tau heparin fibrillization, Alexa594 FP, 6 h; Potency, µM (top dose mostly 57.7 µM), without a hit: at the highest dose activity, negative = inhibition, actives largely listed as inhibitors; actives 0.39% (n = 280,000); further: on the % scale 0 is the no-effect control and ±100 the full control effect; nearly all actives have a fitted effect of over 55% in size
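Compound effects on tau fibrillization are measured by Alexa 594 fluorescence polarization (ex 555, em 632 nm). K18 P301L tau is used at 15 uM with 0.24 uM labeled tracer, and 20 uM heparin induces aggregation over 6 hr at 37 C.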
Tau fluor cs: Counterscreen qHTS for Inhibitors of Tau Fibril Formation, Fluorescence Polarization; AID 1463, 2008; tau K18 P301L (four-repeat tau fragment) Alexa594 fluorescence, heparin fibrillization; actives 0.93% (n = 280,000); Potency, µM (titrated, usually from 57.7 µM), without a hit: at the top dose activity change, negative = decrease; further: on the % scale 0 is the no-effect control and ±100 the full control effect; nearly all actives have a fitted effect of over 55% in size
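Human K18 P301L tau (15 uM unlabeled plus 0.24 uM Alexa 594-labeled, final) in 100 mM sodium acetate pH 7 was mixed with compound and 20 uM heparin and incubated 6 hr at 37 C.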
KDM4E inh: qHTS Assay for Inhibitors of Human Jumonji Domain Containing 2E (JMJD2E). JMJD2E catalytic domain, FDH-coupled NADH fluorescence (FDH is formaldehyde dehydrogenase). Potency, µM (highest dose often 57.1 µM), inactives show at the top dose activity change, negative = inhibition, most hits filed as inhibitors. actives 1.6% (n = 230,000). AID 2147, 2009; active means well fitted inhibition curve with a large enough effect, not every such curve was filed as active; inconclusive means small, poorly fitted or top-dose-only effect, or another doubt; inactive means no such curve, though single readings can be large or run the other way;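 further: 0% = wells with enzyme and -100% = buffer wells without enzyme; nearly all actives have a fitted effect of over 50% in size; many of its hits are not listed in these tables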
Target sequence (B2RXH2 1-337 limits assumed): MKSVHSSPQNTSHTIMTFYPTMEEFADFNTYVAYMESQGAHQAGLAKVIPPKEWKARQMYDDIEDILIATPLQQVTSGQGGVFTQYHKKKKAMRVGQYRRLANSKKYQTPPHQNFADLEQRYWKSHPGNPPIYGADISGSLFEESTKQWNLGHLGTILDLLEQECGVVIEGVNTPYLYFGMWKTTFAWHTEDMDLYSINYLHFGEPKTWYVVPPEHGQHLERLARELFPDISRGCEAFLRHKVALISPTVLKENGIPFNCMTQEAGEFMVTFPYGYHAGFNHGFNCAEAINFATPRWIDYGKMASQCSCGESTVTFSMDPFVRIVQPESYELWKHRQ
The depositor's hits bear a star; ? = inconclusive; · = no result given; [ ] = another dose, or the depositor's remark. Unless noted, the call rests on the fitted dose curve; in most records, active means well fitted curve in the direction sought with a large enough effect; inconclusive means small, poorly fitted or top-dose-only effect, or another doubt; inactive means no such curve, though single readings can be large; an effect the other way counts as inactive or inconclusive. Potency means the concentration at half of the fitted maximal effect. These rows are one share of the data. The share of hits here may be higher or lower than overall.

Molecule	SMN2 splice up	ALDH1A1 block	Tau fibril ThT	HTT ATP protect	HttQ103 aggreg	Tau fibril FP	Tau fluor cs	KDM4E inh
COc1ccc(CCCc2nnc(SCC(=O)Nc3ccccc3F)o2)cc1	12%	?	?	-16%	-6%	-2%	-19%	-2%
CC(=O)N(Cc1ccccc1)c1ncc2c(n1)c(=O)c(C#N)c1ccccn12	28%	-8%	-22%	-4%	17%	2%	-20%	?
CC(=O)c1cnc(N2CCCCC2)nc1C	?	-9%	-5%	15%	-2%	0%	-2%	8%
CC(C)(C)n1ncc2c(=O)n(CC(=O)NCCc3ccccc3)cnc21	-5%	3%	1%	20%[10 µM]	-7%	-2%	-5%	7%
CC(=O)Nc1ccc(S(=O)(=O)NCc2cn3ccsc3n2)cc1	5%	-1%	1%	-11%[10 µM]	3%	7%	4%	13%
CN(C)Cc1nnnn1-c1cccc(-n2nnnc2CN(C)C)c1	·	-10%	-4%	-6%[10 µM]	-8%[9.22 µM]	-3%	-2%	-5%
CC1CCN(C(c2cccs2)c2nnnn2Cc2ccccc2)CC1 (stereo unspecified)	-5%	2µM*	-27%	5%	12%[9.22 µM]	-2%	-24%	2%
Cc1ccccc1Cn1cc(NC(=O)COc2ccccc2)cn1	-5%	?	?	-20%	22%	0%	-25%	4%
O=c1c2ccccc2n(Cc2c(F)cccc2Cl)c(=O)n1Cc1ccccc1	9%	·	-11%	·	·	?	?	·
Cc1nn(CC(=O)NCc2ccco2)c(C)c1[N+](=O)[O-]	·	·	·	29%[10 µM]	-28%[9.22 µM]	6%	1%	1%

Five compounds from above, sorted by heavy-atom count, ascending:
Molecule	SMN2 splice up	ALDH1A1 block	Tau fibril ThT	HTT ATP protect	HttQ103 aggreg	Tau fibril FP	Tau fluor cs	KDM4E inh
CC(=O)c1cnc(N2CCCCC2)nc1C	?	-9%	-5%	15%	-2%	0%	-2%	8%
Cc1nn(CC(=O)NCc2ccco2)c(C)c1[N+](=O)[O-]	·	·	·	29%[10 µM]	-28%[9.22 µM]	6%	1%	1%
Cc1ccccc1Cn1cc(NC(=O)COc2ccccc2)cn1	-5%	?	?	-20%	22%	0%	-25%	4%
CC(C)(C)n1ncc2c(=O)n(CC(=O)NCCc3ccccc3)cnc21	-5%	3%	1%	20%[10 µM]	-7%	-2%	-5%	7%
CC(=O)N(Cc1ccccc1)c1ncc2c(n1)c(=O)c(C#N)c1ccccn12	28%	-8%	-22%	-4%	17%	2%	-20%	?

(listing goes on)
Molecule	SMN2 splice up	ALDH1A1 block	Tau fibril ThT	HTT ATP protect	HttQ103 aggreg	Tau fibril FP	Tau fluor cs	KDM4E inh
Cc1cc(OCCSc2nnc(-c3cccs3)n2C)ccc1Cl	-24%	-15%	?	-13%[0.074 µM]	?	-6%	-7%	?
O=C(Cn1nc(-c2ccccc2)c2ccccc2c1=O)Nc1cccc(O)c1	·	-2%	0%	14%[10 µM]	-15%[9.22 µM]	-14%	-23%	-14%
Nc1cc(-c2cccc(Br)c2)nn1Cc1ccccc1	-40%[inhibitor]	-11%	-11%	-4%[10 µM]	?	16%	?	2%
c1ccc(COc2ccc(OCCn3cncn3)cc2)cc1	11µM*	3%	-10%	-23%	-5%	5%	-3%	2%
CCC(=O)Nc1ccc(C=C(C(C)=O)C(C)=O)cc1	·	·	-13%	18%[10 µM]	10%[9.22 µM]	11%	17%	?
O=S(=O)(c1ccc(Cl)cc1)N1CCCC1c1nc(-c2ccc(Cl)cc2)no1 (stereo unspecified)	-45%[inhibitor]	-10%	10%	-15%[10 µM]	-13%	6%	3%	-1%
Cc1cc(C(=O)N/N=C/c2cc([N+](=O)[O-])cc(C)c2O)n[nH]1	·	?	8%	5%[10 µM]	4%	-3%	6%	0%
O=S1(=O)CCN2N=C(C3CC3)SC2=N1	8%	3%	3%	-5%[10 µM]	9%	2%	1%	2%
CCOc1ccc(OCC)c(S(=O)(=O)N2CCCCC2)c1	3%	-13%	11%	-11%	36%[9.22 µM]	-2%	6%	0%
Cn1c(-c2ccc(F)cc2)cnc1NCc1ccc(F)cc1	12%	?	7%	11%	?	2%	-1%	?
COc1ccc(/C=C2\N=C(SC)N(c3ccccc3OC)C2=O)cc1	1.3µM*	?	?	-38%[inhibitor]	?	-9%	?	?
CC(=O)Nc1ccc(N=Nc2ccccc2)cc1	10µM*	5%	13µM*	32%[10 µM]	22%	0%	-6%	6%
O=C(Nc1ccccc1Cl)Nc1ccccc1Cl	·	·	·	4%[10 µM]	-32%[9.22 µM]	0%	-12%	1%
Cc1nc2c3ccccc3nc(NNC(=O)CCC(=O)N3CCN(c4cccc(Cl)c4)CC3)n2n1	24%	·	?	·	·	5%	-17%	·
CNC1=CN=C(c2ccccc2)c2cc(Cl)ccc2N1	·	12%	-4%	6%	·	-13%	-10%	·
O=c1[nH]c(SCc2cccc(Cl)c2)nc2ccccc12	13%	10%	2%	·	4%	-2%	1%	10%
Cc1ccc(N2CCCn3c2cc(C)c(C#N)c3=O)cc1C	-24%	?	-1%	28%[10 µM]	-22%	0%	-2%	?
CCCCc1c(O)n2c(nc3ccccc32)[nH]c1=O	?	8%	-7%	-4%	6%	2%	1%	7%
COc1cc(NC(=O)C2CCCN2S(=O)(=O)c2cccc3cccnc23)cc(OC)c1OC (stereo unspecified)	5%	11%	-6%	-11%	11%	6%	-9%	3%
CCOC(=O)C1(P(=O)(c2ccccc2)c2ccccc2)CCC1	?	10%	-14%	2%	-12%	5%	-2%	-4%
COCCNC(=O)CN(Cc1cccs1)C(=O)CCC(=O)Nc1nccs1	·	-4%	-5%	1%[10 µM]	28%[9.22 µM]	-8%[2.34 µM]	9%[2.34 µM]	?
O=S(=O)(Nc1nc(-c2sccc2Cl)cs1)c1cc(Cl)ccc1Cl	-9%	-7%	?	-52%[inhibitor]	-25%	-10%	-21%	-27%
C(=N\N(Cc1ccccc1)c1ccccc1)/c1ccco1	-7%	14µM*	-16%	-30%	11%	0%	?	-8%
CC(=O)NCc1cc(-c2nn(C)c(=O)c3ccccc23)ccc1C	-10%	-3%	-6%	17%	29%	-1%	-6%	-1%
CCOCCCNC(=O)c1c[nH]c2ccc(OCC)cc2c1=O	·	·	·	-16%[10 µM]	5%[9.22 µM]	-5%	-19%	?
CCO[C@@H]1OC(C(=O)NCc2ccccc2)=C[C@H](C2CCCCC2)[C@H]1CCCO	·	?	-7%	3%[10 µM]	2%[9.22 µM]	?	2%	7%
O=C(CCC1CCCN(C(=O)CC2=CCCCC2)C1)N1CCN(c2ccccn2)CC1 (stereo unspecified)	·	?	-17%	-5%[10 µM]	1%[9.22 µM]	-10%	-14%	?
CCc1nc(NCC(C)C)c(C#N)c2c1COC(C)(C)C2	-5%	-5%	7%	-15%	31%[9.22 µM]	3%	9%	2%
COc1ccc(C(=O)NC2(C(F)(F)F)C(=O)N(Cc3ccco3)C3=C2C(=O)CC(C)(C)C3)cc1OC (stereo unspecified)	11%	9%	-2%	-6%	11%	-7%	-7%	-6%
COCCN(CCOC)S(=O)(=O)c1ccc(C(=O)Nc2nnc(C)o2)cc1	5%	-9%	0%	11%	14%[9.22 µM]	-12%	-5%	-20%
O=C(NC(=S)N1CCOCC1)C12CCC3CC(CC(C3)C1)C2	-24%	?	12%	-4%[10 µM]	-11%	3%	9%	-3%
COc1ccc(/C=C/c2nc(C#N)c(N3CCCCCC3)o2)cc1OC	-7%	·	?	·	·	?	?	·
O=C(NNC(=S)Nc1ccccc1)c1cccc(S(=O)(=O)N2CCOCC2)c1	10%	28µM*	-4%	-37%[inhibitor]	16%	-8%	-5%	13%
CCCCn1c(CNC(C)=O)nc2ccccc21	?	-1%	-10%	3%[10 µM]	-3%	-6%	-1%	-7%
O=C(COc1ccc([N+](=O)[O-])cc1)N/N=C/c1ccccn1	21%	3%	?	?	-6%	0%	-5%	3%
CCOC(=O)CC(NC(=O)c1ccco1)c1ccc(C)cc1 (stereo unspecified)	-8%	-3%	-6%	?	19%	-4%	-4%	7%
CC(=O)N1CCc2c(sc3nc(SCC(N)=O)n(-c4ccc(F)c(Cl)c4)c(=O)c23)C1	10%	·	9%	·	·	-9%	-5%	·
CCN(CC)C(=O)/C(=C\c1ccc2c(c1)OCO2)NC(=O)c1ccc(Br)cc1	·	15%	-9%	-16%	5%	-6%	-2%	-2%
COc1ccc(Br)cc1CNC(=O)C1CCN(S(=O)(=O)N2CCCCC2)CC1	-13%	13µM*	-4%	20%[0.074 µM]	-15%	8%	-7%	-1%
CC(C)Oc1cccc(C(=O)Nc2ccc(Br)cc2F)c1	5µM*	-6%	-20%	1%[10 µM]	-19%	0%	-20%	9%

Reprinted at random: two entries already listed
Molecule	SMN2 splice up	ALDH1A1 block	Tau fibril ThT	HTT ATP protect	HttQ103 aggreg	Tau fibril FP	Tau fluor cs	KDM4E inh
CCCCn1c(CNC(C)=O)nc2ccccc21	?	-1%	-10%	3%[10 µM]	-3%	-6%	-1%	-7%
O=C(NC(=S)N1CCOCC1)C12CCC3CC(CC(C3)C1)C2	-24%	?	12%	-4%[10 µM]	-11%	3%	9%	-3%
